IMPase Li cell – qHTS Assay for Identifying the Cell-Membrane Permeable IMPase Inhibitors: Potentiation with Lithium; CHO-M1 cells, IP1 TR-FRET (IP-One), carbachol + lithium; Potency, µM (top dose mostly 59.4 µM), for inactives: at the top dose activity, negative = IMPase inhibition, most hits filed as inhibitors; 0.35% of 210,000 active; AID 1457, 2008;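 note: IP1 builds up when IMPase is blocked and the TR-FRET signal falls; potency is the fitted concentration of half-maximal effect; plate controls were basal vehicle for no effect and high inhibitor control for full effect; nearly all actives have a fitted effect of over 50% in size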
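Steps: plate 2000 CHO-M1 cells per well and culture 16–30 h; add compound and lithium; incubate 30 min, 37C; add d2-IP1 tracer and Eu cryptate anti-IP1 antibody in lysis buffer; read after 10 min at room temperature.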
Epigenetic reg – Quantitative High-Throughput Screen for Regulators of Epigenetic Control; murine LDR cells, GFP reporter derepression, 30 h; Potency, µM (highest dose often 53.9 µM), for inactives: at the top dose GFP activation, usual class: activators; 0.2% of 280,000 active; note: potency is the fitted concentration of half-maximal effect; % of control where 0% means no effect; nearly all actives have a fitted effect of over 60% in size
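Derepression of a silenced CMV-GFP reporter in murine LDR cells is scored by enumerating GFP-positive cells with a laser-scanning microplate cytometer after 30 hours of treatment at 37 C.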
NPSR antagonist – qHTS Assay for Antagonists of the Neuropeptide S Receptor: cAMP Signal Transduction; Potency, µM (series often up to 38.3 µM), without a hit: at the top dose activity change, negative = inhibition, most hits filed as inhibitors; Q6W5P4; AID 1461, 2008; CHO-NPSR cells, cAMP TR-FRET, antagonist mode; 1% of 220,000 active; note: potency is the fitted concentration of half-maximal effect; % is set by controls: 0 for no effect and ±100 for the full control effect; nearly all actives have a fitted effect of over 50% in size; many of its hits are not listed in these tables
Target sequence (Q6W5P4 whole entry, looked up): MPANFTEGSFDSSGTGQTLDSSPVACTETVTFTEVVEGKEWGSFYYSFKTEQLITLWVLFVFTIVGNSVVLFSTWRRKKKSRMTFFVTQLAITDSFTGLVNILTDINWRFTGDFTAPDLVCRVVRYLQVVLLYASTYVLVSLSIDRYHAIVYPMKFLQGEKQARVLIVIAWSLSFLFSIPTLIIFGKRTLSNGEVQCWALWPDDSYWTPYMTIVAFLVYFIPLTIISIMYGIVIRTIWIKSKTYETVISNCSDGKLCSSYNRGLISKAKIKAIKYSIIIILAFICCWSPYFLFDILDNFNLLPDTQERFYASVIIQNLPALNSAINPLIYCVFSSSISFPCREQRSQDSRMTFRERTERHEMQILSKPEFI
HttQ103 aggreg – qHTS Multiplex Assay to Identify Dual Action Probes in a Cell Model of Huntington: Aggregate Formation (GFP). PC12 HttQ103-GFP aggregates, Acumen cytometry, 40 h. Potency, µM (series often up to 46.1 µM), for the others: at the highest dose activity change, negative = inhibition, usual class: inhibitors. 1.1% of 220,000 active; note: potency is the fitted concentration of half-maximal effect; % is set by controls: 0 for no effect and ±100 for the full control effect; nearly all actives have a fitted effect of over 60% in size
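Inducible Q103 Huntingtin exon 1–GFP PC12 line, 1500 cells/well in phenol red free DMEM with 5% equine and 5% calf serum. Tebufenozide 100 nM induced expression; compounds titrated; aggregates quantified by cytometry.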
Luc counter – Counterscreen for Luciferase (Kinase-Glo TM) Inhibition | Potency, µM (highest dose often 38.3 µM), for inactives: at the highest dose activity change, negative = inhibition, hits mostly inhibitors | Luciferin 4-monooxygenase (Photuris pensylvanica), Q27757 | AID 1379, 2008 | Kinase-Glo luciferase, ATP luminescence, 8 min | 0.28% of 200,000 active; note: potency is the fitted concentration of half-maximal effect; % is set by controls: 0 for no effect and ±100 for the full control effect; nearly all actives have a fitted effect of over 60% in size
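Inhibition of Kinase-Glo luciferase light generation was assessed at 10 uM ATP in pH 7.2 imidazole buffer, with luminescence measured after eight minutes at ambient temperature.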
L3MBTL1 inh – qHTS Assay for the Inhibitors of L3MBTL1 | Potency, µM (doses to about 57.1 µM), for the others: top-dose activity, negative = inhibition, most hits filed as inhibitors | AID 485360, 2010 | AlphaScreen L3MBTL1–H3K9me1 peptide binding | Lethal(3)malignant brain tumor-like protein 1 (Homo sapiens), Q9Y468 | 0.66% of 230,000 active; note: potency is the fitted concentration of half-maximal effect; % is set by controls: 0 for no effect and ±100 for the full control effect; nearly all actives have a fitted effect of over 60% in size
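L3MBTL1 (50 nM) pre-complexed 30 min with biotinylated H3(1-15)K9me1 peptide (75 nM), then compounds added for 30 min at room temperature; AlphaScreen streptavidin donor/nickel chelate acceptor beads (10 ug/mL final) read after 30 min dark incubation.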
CBFb RUNX1 block – qHTS Assay for Compounds Blocking the Interaction Between CBF-beta and RUNX1 for the Treatment of Acute Myeloid Leukemia; 230,000 tested, under 10 active; AlphaScreen CBFb-His/RUNX1-biotin binding, biochemical; AID 1477, 2009; Potency, µM (titrated, usually from 59.8 µM), for inactives: at the highest dose activity, negative = inhibition, most hits filed as inhibitors; Runt-related transcription factor 1 (Homo sapiens) + Core-binding factor subunit beta …; note: % of control where 0% means no effect
Target sequence (Q01196 whole entry, looked up): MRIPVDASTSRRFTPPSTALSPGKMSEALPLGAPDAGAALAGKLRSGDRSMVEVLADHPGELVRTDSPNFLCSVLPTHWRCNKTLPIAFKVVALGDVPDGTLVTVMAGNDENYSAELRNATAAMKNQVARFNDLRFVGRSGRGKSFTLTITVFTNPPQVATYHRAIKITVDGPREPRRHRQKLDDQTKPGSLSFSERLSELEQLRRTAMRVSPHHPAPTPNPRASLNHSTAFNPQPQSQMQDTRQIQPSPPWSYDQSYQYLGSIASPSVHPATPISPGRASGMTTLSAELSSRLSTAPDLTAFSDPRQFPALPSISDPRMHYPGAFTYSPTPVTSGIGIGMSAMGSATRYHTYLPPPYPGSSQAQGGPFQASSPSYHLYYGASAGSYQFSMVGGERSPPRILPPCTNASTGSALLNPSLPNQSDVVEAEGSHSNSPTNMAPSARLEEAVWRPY
Target sequence (Q13951 whole entry, looked up): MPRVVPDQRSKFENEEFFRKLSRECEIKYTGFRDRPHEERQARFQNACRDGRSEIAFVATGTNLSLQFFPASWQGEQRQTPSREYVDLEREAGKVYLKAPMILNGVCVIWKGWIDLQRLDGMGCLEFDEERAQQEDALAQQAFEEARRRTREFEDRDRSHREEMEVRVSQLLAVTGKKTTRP
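Inhibition was taken as any reduction in AlphaScreen signal from the CBF-beta–RUNX1 pair (His and biotin tags, 30 nM each), measured after compound (15 min) and bead (90 min) incubations at room temperature.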
Numbers without * were called inactive; u = inconclusive; x = not tested or not shown; [ ] = dose if it differs, or a comment. Calls come from the whole dose curve; as a rule, active = well fitted curve in the direction sought with a large enough effect; inconclusive = small, poorly fitted or top-dose-only effect, or another doubt; inactive = no such curve, though single readings can be large; an effect the other way counts as inactive or inconclusive. Some of the compounds tested; rates above refer to the full screens.

SMILES	IMPase Li cell	Epigenetic reg	NPSR antagonist	HttQ103 aggreg	Luc counter	L3MBTL1 inh	CBFb RUNX1 block
Cn1c(C(=O)NCCN2CCOCC2)cc2sccc21	-18.9%[38.3 µM]	-1.6%	u	-8.9%	-0.9%	-8.5%	-0.1%
CN(C)C(=O)NC1CCCCCCCCCCC1	1.1%[38.3 µM]	-0.3%	-16.9%[46.1 µM]	4.9%	-1.2%	4.5%	4.0%
COc1cc(/C=N/Nc2nn3cnnc3c3ccccc23)ccc1O	20.7%[38.3 µM]	-0.3%	-29.9%[46.1 µM]	7.4%	12.6µM*	13.5%	-0.9%
C=CCNC(=O)NC(=S)c1ccccc1	22.3%[38.3 µM]	0.0%	-13.4%[46.1 µM]	-28.5%	-1.8%	-6.1%	-3.8%
COC(=O)c1cc(C(=O)OCC(=O)NCc2ccc3c(c2)OCO3)cc([N+](=O)[O-])c1	-0.4%	2.4%	4.6%	0.8%	-0.6%	0.9%	2.7%
Nc1c(C(=O)c2ccc(Br)cc2)oc2ccccc12	-1.3%	-2.6%	-7.5%	2.5%	-1.5%	0.7%	-3.3%
O=C(NNC(=S)NCc1ccccc1)c1ccc(OC(F)F)cc1	0.4%	-0.9%	6.4%	-19.2%	-3.3%	1.0%	-1.6%
COc1cc(-c2nc3n(n2)C(c2cccc(OC)c2OC)C2=C(CCCC2=O)N3)cc(OC)c1OC (stereo unspecified)	-2.2%[38.3 µM]	0.0%	-12.3%[46.1 µM]	10.3%	0.4%	2.1%	-3.2%
Cc1cc(C)c2cc(C(=O)N3CCc4ccccc4C3)[nH]c2c1	x	0.0%	-15.3%	-12.8%[9.22 µM]	x	-9.9%	0.6%
CCC(=O)Nc1ccc(NC(=O)CSc2nnnn2CC)cc1C	3.5%[38.3 µM]	-0.7%	5.0%[46.1 µM]	4.2%	0.7%	3.9%	2.9%
CC(=O)N1CCCN(Cc2nc(C3(c4ccc(C)cc4)CCCC3)no2)CC1	18.8%	-8.5%	13.1%	u	2.3%	3.0%	8.6%
COc1ccc2[nH]c(=O)c(CN(C(=O)c3cccnc3)c3ccc(C)cc3C)cc2c1	x	-1.0%	11.6%	-16.6%[9.22 µM]	x	-5.1%	-1.6%
Cn1c(=O)c2c(nc(Br)n2CCCc2ccccc2)n(C)c1=O	-2.4%[38.3 µM]	0.7%	-5.2%[46.1 µM]	-26.9%	-3.0%	37.8%[activator]	-0.6%
C/C(=C\c1ccccc1)C(=O)Nc1cc(C)on1	-5.5%[38.3 µM]	0.7%	13.2%[46.1 µM]	-0.7%	-5.1%	x	2.5%
CCn1nc(C)c(NS(=O)(=O)c2ccc(C)cc2)c1C	1.1%	0.1%	-4.7%[46.1 µM]	u	2.3%	-6.7%	-0.1%
CCCc1ccc(OCC(=O)NNC(=S)NC(=O)c2ccco2)cc1	16.4%[38.3 µM]	0.0%	-17.0%[46.1 µM]	u	18.7%	x	-12.3%
Cc1ccc(-n2c(CC#N)n[nH]c2=S)c(C)c1	x	0.2%	17.5%	20.8%[9.22 µM]	x	x	16.2%
COCCCn1c2nc3ccccc3nc2c2c(=O)n(Cc3ccc(Cl)cc3)c(C)nc21	x	-0.9%	-16.2%[46.1 µM]	4.5%	x	-4.3%	1.4%
Cn1cc(S(=O)(=O)N2CCN(c3cccc(Cl)c3)CC2)c(=O)n(C)c1=O	x	0.0%	0.6%	-17.9%[9.22 µM]	x	x	14.3%
S=C(Nc1ccc(Br)cc1)N1CCCC1	-2.8%	0.0%	15.9%	-3.2%	-1.6%	9.0%	0.6%
OC(CNCc1ccccn1)c1ccccc1 (stereo unspecified)	-3.5%	1.3%	8.5%[46.1 µM]	-10.4%	1.4%	-3.9%	u
CCOC(=O)c1sc(NC(=O)CN2CCCC2)c(C(=O)OCC)c1C	-19.0%[38.3 µM]	-0.7%	-23.4%[46.1 µM]	7.6%	3.1%	x	0.5%
COc1cc2c(cc1OC)CN(CC(=O)Nc1cccc(C)c1)CC2	16.3%	-0.8%	6.0%[46.1 µM]	-8.3%	2.5%	1.2%	-13.7%
COc1cc(NC(=O)CC2NCCNC2=O)cc(OC)c1 (stereo unspecified)	1.1%[38.3 µM]	0.0%	6.0%[46.1 µM]	12.4%	-4.2%	8.9%	6.3%
O=C(C1CC1)N1CCc2cc(Br)cc(S(=O)(=O)NCCN3CCOCC3)c21	-10.0%[38.3 µM]	1.6%	-5.8%[46.1 µM]	-9.1%	1.5%	4.7%	1.4%
COc1ccc(N2C(=O)C3CCCN3C2c2cc(OC)c(OC)cc2OC)cc1 (stereo unspecified)	13.1%[38.3 µM]	2.9%	19.7%[46.1 µM]	-29.7%	2.5%	-0.4%	-3.1%
N#Cc1ccsc1NC(=O)CSc1ncnc2ccccc12	18.8%[38.3 µM]	-2.1%	-18.9%[46.1 µM]	x	-1.1%	u	-9.0%
Fc1ccc(C2c3[nH]c4ccccc4c3CCN2Cc2ccoc2)cc1 (stereo unspecified)	17.4%	6.6%	37.0%	11.5%	-0.2%	-29.6%	2.3%
O=C(CN1C(=O)C2C3c4ccccc4C(c4ccccc43)C2C1=O)N1CCOCC1 (stereo unspecified)	20.5%[38.3 µM]	-1.1%	3.2%[46.1 µM]	-3.0%	-0.9%	20.6%	-0.2%
CCn1c(COc2cccc(C)c2C)nnc1SCC(=O)Nc1cc(C)on1	1.8%	-1.9%	-5.3%	2.2%[9.22 µM]	-0.6%	-0.8%	6.8%
N/C(=N\S(=O)(=O)c1cc(C(F)(F)F)cc(C(F)(F)F)c1)c1cccs1	x	1.1%	u	-5.4%[9.22 µM]	x	10.6%	13.4%
COc1ccc2nc(N=Nc3c(O)ccc4ccccc34)sc2c1	9.1%	-1.8%	3.9%	u	-8.6%	u	-18.5%
CCSc1nnc(NC(=O)C(C)C)s1	-4.1%[38.3 µM]	-4.1%	1.0%[46.1 µM]	-15.7%	-2.1%	x	-4.1%
Cc1ccc(NC(=O)Cc2c[nH]c3ccccc23)cc1S(=O)(=O)N1CCCCCC1	6.0%	2.8%	-35.5%	-12.4%	-0.1%	-0.5%	-10.8%
Cc1onc(-c2c(F)cccc2Cl)c1C(=O)NNC(=O)C1CCN(Cc2cccc(F)c2)CC1	16.6%	-1.9%[10.1 µM]	-1.3%	10.6%[9.22 µM]	2.1%	10.3%	-0.9%
Cc1cccc(Cc2cnc(N3C(=N)SC(c4ccccc4)C3=O)s2)c1 (stereo unspecified)	9.4%	-0.1%	-11.2%	-19.5%	-0.5%	8.5%	-25.0%
Cc1cc(C)cc(C(=O)NC(=S)Nc2ccc(-c3cc4ccccc4oc3=O)cc2)c1	-4.0%	13.5%	16.3%	0.2%	-0.2%	-0.3%	-3.7%
O=C(NCc1ccco1)C(=O)c1c[nH]c2ccccc12	11.5%	0.0%	4.0%	-2.6%	-1.1%	-5.9%	-6.3%
CCOC(=O)CC(NC(=O)c1cc2ccccc2oc1=O)c1cccc([N+](=O)[O-])c1 (stereo unspecified)	4.1%	-1.0%	-8.6%	26.6%	-1.0%	-0.4%	1.7%
Cc1ccc(OCCn2cc(/C=C3\C(=O)NN(c4ccccc4)C3=O)c3ccccc32)cc1	5.1%	-1.5%	-3.7%	13.6%	-2.5%	-6.6%	x
COc1ccc(N2CC(C(=O)NC3CC(C)(C)NC(C)(C)C3)CC2=O)cc1 (stereo unspecified)	-9.5%[38.3 µM]	0.2%	0.9%[46.1 µM]	-4.4%	-0.2%	4.8%	0.4%
COCCN1C(=O)C(CC(=O)Nc2ccc(C(C)=O)cc2)SC1=Nc1ccccc1 (stereo unspecified)	2.1%[38.3 µM]	1.6%	9.9%[7.67 µM]	-4.5%	2.1%	-4.3%	2.3%
c1cncc(CNc2ccc3c(c2)OCO3)c1	45.4%[activator][38.3 µM]	2.4%	-13.1%[46.1 µM]	-6.0%	15.4%	x	-7.2%
Cc1ccccc1S(=O)(=O)Nc1nc2ccccc2nc1NCCO	-5.9%[38.3 µM]	-2.4%	-8.8%[46.1 µM]	-14.0%[9.22 µM]	1.1%	x	-2.9%
COCCCNC(=O)c1cc(Sc2ccc(F)cc2)nc2ccccc12	1.1%	0.0%	3.8%	2.0%	3.7%	7.7%	6.3%
CCC(C)c1ccc(O)c(NC(=O)c2cncc(Br)c2)c1 (stereo unspecified)	9.0%[38.3 µM]	0.2%	-11.7%[46.1 µM]	2.9%	4.9%	1.1%	-5.9%
Cc1ccc(C)c(/C=N/NC(=S)NC(C)C)c1	-3.5%	1.0%	11.1%	16.8%	-4.6%	-4.9%	-15.9%
CSc1cccc(NC(=S)N(CCCN2CCCC2)Cc2cccn2Cc2ccc(Cl)cc2)c1	20.5%	-0.3%	5.01µM*	u	-2.0%	x	-9.7%
CCS(=O)(=O)CCSC1OC(COC(C)=O)C(OC(C)=O)C(OC(C)=O)C1OC(C)=O (stereo unspecified)	-4.8%	-1.6%	-5.8%	-8.7%[9.22 µM]	3.7%	0.6%	-0.5%
O=C(CCc1nnc(C2CCCCC2)o1)NCc1ccc(F)c(F)c1	1.0%	0.0%	8.1%	8.8%[9.22 µM]	x	10.5%	18.0%
Other entries follow.
SMILES	IMPase Li cell	Epigenetic reg	NPSR antagonist	HttQ103 aggreg	Luc counter	L3MBTL1 inh	CBFb RUNX1 block
CC(C)c1nnc(NC(=O)COc2ccccc2[N+](=O)[O-])s1	x	-7.1%	2.9%	8.5%[9.22 µM]	x	-2.2%	-0.6%
COc1ccc(-c2csc(Nc3ncccc3C)n2)cc1	1.9%	0.0%	-40.8%	-1.2%	u	-8.7%	-5.9%
CCOP(=O)(c1ccccc1Cl)C1(O)CCCCC1 (stereo unspecified)	-5.6%[38.3 µM]	0.0%	0.0%[46.1 µM]	1.0%	0.5%	7.8%	5.9%
O=C(CC(C(=O)O)c1ccccc1)c1cccs1 (stereo unspecified)	x	0.0%	3.7%	-2.7%[9.22 µM]	x	-15.1%	-29.1%
CC(C)CN1C(=O)c2ccc(NC(=O)Cc3ccccc3)cc2C1=O	-9.3%	-3.4%	0.5%	7.0%	1.0%	44.9%[activator]	-1.2%
